From PubChem BioAssay
p-CIP stab down: p/CIP-EGFP fusion destabilizers, primary screen, fluorescence, F442A cells; 16 h; AID 1984, 2009; 0.01% of 290,000 active; decrease of EGFP signal, % at 10 µM; Q05BA5;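 active = EGFP signal decrease of at least 30% at 10 µM or well 3 SD below plate mean, unless failing retest; inactive = the rest, including hits failing retest or dose response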; also: some compounds called inactive have numbers as strong as hits; many of its hits are not listed in these tables
VIM-2 inhibitor: VIM-2 metallo-beta-lactamase inhibitors, primary screen, biochemical, epi-absorbance readout, Pseudomonas aeruginosa enzyme; purified VIM-2, nitrocefin hydrolysis, epi-absorbance fluorescence; inhibition, % at 5.6 µM; 0.89% of 290,000 active;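 active = inhibition above the mean of all tested compounds plus 3 SD, cutoff set per screening run, cut at about 7.5% in these data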;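 also: red hydrolysis product quenches plate fluorescence so inhibitors raise well fluorescence; 0% = enzyme with DMSO and 100% = DMSO without enzyme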
NS3 helicase inh: inhibitors of HCV NS3 helicase, primary screen, biochemical, Cy5 molecular beacon fluorescence | Hepatitis C virus NS3 helicase | NS3 helicase DNA unwinding | inhibition, % at 10.9 µM | 0.56% of 290,000 active | AID 1800, 2009;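 active = inhibition above the mean of all tested compounds plus 3 SD, set per campaign, cut at about 35% in these data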;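 also: 0% = DMSO wells and 100% = thioflavine S control wells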
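System: HCV NS3 helicase fragment; control set: DMSO and thioflavine S; technique: Cy5 fluorescence at 0 and 60 min, beacon hairpin quenching; reagent: beacon DNA duplex substrate plus ATP; replicates: singlicate; schedule: 1 h reaction at 25 °C, ATP-initiated; medium: MOPS buffer pH 6.5 with MgCl2, DTT, Tween20, BSA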
DNA FID counter: compounds displacing fluorescent DNA intercalator, primary screen, artefact control for HCV NS3 helicase inhibitor project, biochemical, FID fluorescence; DNA fluorescent intercalator displacement; 0.17% of 290,000 active; inhibition, % at 7.9 µM; AID 1845, 2009; in the data active = inhibition above about 37%;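 also: 0% = vehicle and 100% = reference compound; higher means more ethidium bromide displaced from hairpin DNA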
PfM18AAP inh: PfM18AAP inhibitors, malaria aminopeptidase, primary screen, biochemical, QFRET, recombinant enzyme; M18 aspartyl aminopeptidase (Plasmodium falciparum 3D7); H-Glu-NHMec fluorogenic cleavage; inhibition, % at 7.35 µM; 1.2% of 290,000 active;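 active = inhibition above the campaign mean inhibition over all tested compounds plus 3 SD, cut at about 28% in these data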;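 also: 0% = plate median of test compound wells and 100% = 2 mM ZnCl2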
IDE cell inh: human IDE inhibitors in live cells, primary screen, fluorescence polarization, HEK cells, FAbetaB substrate. Insulin-degrading enzyme (Homo sapiens), P14735. FAbetaB cleavage. inhibition, % at 5.59 µM. 0.41% of 320,000 active. AID 434962, 2010;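 active = percent inhibition above the average of all tested compounds plus 3 SD, set per screening campaign, cut at about 16% in these data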;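 also: IDE supplied by intact live HEK cells; FP after avidin binding of uncleaved biotin substrate so inhibition keeps polarization high; 0% = DMSO wells and 100% = 60 µM reference IDE inhibitor Ii1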
IMP-1 inhibitor: IMP-1 metallo-beta-lactamase inhibitors, primary screen, biochemical, epi-absorbance readout, Pseudomonas aeruginosa enzyme. 0.45% of 290,000 active. metallo-beta-lactamase IMP-1 (Pseudomonas aeruginosa). AID 1556, 2009. purified IMP-1, nitrocefin hydrolysis, epi-absorbance fluorescence. inhibition, % at 5.6 µM;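 active = inhibition above the mean plus 3 SD of all compounds in the same screening run, cut at about 4.5% in these data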;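 also: 0% = IMP-1 with DMSO and 100% = DMSO wells lacking enzyme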
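Assay system: purified recombinant IMP-1 beta-lactamase. Input: IMP-1 0.2 nM before substrate addition. Buffer or medium: Zinc- and detergent-supplemented HEPES buffer, pH 7.1. Schedule: 25 °C, 15 min preincubation, 25 min reaction. Signal: Epi-absorbance fluorescence, 480 nm excitation, 530 nm emission. Evaluation: percent inhibition from optical density relative to buffer-blank wells.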
IDE act: human IDE activators in live cells, primary screen, fluorescence polarization, HEK cells, FAbeta-B substrate. Insulin-degrading enzyme (Homo sapiens), P14735. activation, % at 5.96 µM. FAbeta-B cleavage; 0% vehicle, 100% cell-free pure enzyme wells. 0.073% of 340,000 active. AID 493087, 2011;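 active = activation above the mean of all tested compounds plus 3 SD, set per screening campaign, cut at about 17% in these data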
SUMO HTRF inh: inhibitors of in vitro SUMOylation cascade, primary screen, biochemical, HTRF, uHTS; SUMO-conjugating enzyme UBC9 (Homo sapiens), P63279; HTRF SUMOylation assay, SAE1/SAE2 + UBC9; inhibition, % at 35 µM; 0.36% of 290,000 active; AID 2006, 2009; in the data active = inhibition above about 50%, passing the limit was not always enough; also: strong numbers were not always called active
Target sequence (P63279 whole entry, looked up): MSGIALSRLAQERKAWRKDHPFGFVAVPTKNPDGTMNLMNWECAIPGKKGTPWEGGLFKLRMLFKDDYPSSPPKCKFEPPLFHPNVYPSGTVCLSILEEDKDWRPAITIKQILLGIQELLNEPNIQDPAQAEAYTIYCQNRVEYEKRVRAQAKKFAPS
An asterisk follows results filed as active; x = no result given; & = joins results of further samples.

SMILES | p-CIP stab down | VIM-2 inhibitor | NS3 helicase inh | DNA FID counter | PfM18AAP inh | IDE cell inh | IMP-1 inhibitor | IDE act | SUMO HTRF inh
COc1ccc(OC)c2[nH]c(=O)c(CCNC(=O)C(C)C)cc12 | -14 | -1.1 | -1 | -6 | -8 | 0 | -3.6 | 6 | 32
CC1(C(=O)N(CC(=O)NC2CCCC2)Cc2ccccc2)CC(=O)N=C2C=CC=CN21 (configuration not stated) | 2 | -4.9 | -7 | -13 | 5 | 3 | -3.7 | 2 | 19
O=S(=O)(Nc1cccc(-c2ccc(N3CCCCCC3)nn2)c1)c1ccccc1Cl | 4 | -1.5 | -5 | -16 | -2 | 5 | -1.6 | -4 | -9
CCCC(=O)Nc1cc(OC)c(C(=O)OC)cc1Cl | -21 | -1.8 | -3 | -4 | 0 | 1 | -1.9 | 0 | 6
O=C(CCc1nc2ccccc2[nH]1)Nc1ccc(F)cc1 | 4 | -5.1 | 3 | 0 | -14 | 0 | -4.3 | -1 | -7
COc1cccc(NC(=O)c2ocnc2C)c1 | -19 | -3.1 | 4 | 3 | 6 | 5 | -4.0 | -2 | 4
CC(C)C(=O)NCCc1nc2ccccc2n1CCc1ccccc1 | -9 | -2.0 | 1 | -10 | -5 | 2 | -2.5 | -1 | 1
Cc1ccc2nsnc2c1S(=O)(=O)N1CCN(C(=O)C2CCCO2)CC1 (configuration not stated) | -9 | 0.2 | 8 | 2 | -2 | 1 | -1.9 | -2 | 11
CCc1nc2ccccc2n1Cc1ccc(OC)c(OC)c1 | 5 | -3.8 | -4 | -13 | -7 | 1 | -4.7 | 0 | -20
Nc1ncnc2c1ncn2C1OC(CO)C(O)C1N (configuration not stated) | -5 | 0.1 | -6 | 0 | -6 | -1 | -0.4 | 4 | 13
COCCN(C(=O)c1cc(OC)c(OC)c(OC)c1)c1c(N)n(Cc2ccccc2)c(=O)[nH]c1=O | 14 | -0.8 | -3 | -3 | 4 | 1 | -1.7 | 3 | 8
COc1ccc(C)cc1NC(=O)CSc1nnc(-c2ccccn2)n1Cc1ccco1 | -5 | 1.1 | -3 | -27 | -36 | 4 | -1.1 | 0 | -3
O=C(CSc1nnc(C2COc3ccccc3O2)o1)Nc1nccs1 (configuration not stated) | -5 | -1.8 | -1 | -4 | 20 | 1 | -3.9 | 0 | -12
Cc1cc(NC(=O)CSc2nc3c(c(=O)n2C)SCC3)no1 | -18 | 1.6 | 1 | -2 | -2 | -4 | 1.0 | 4 | 20
CC1CCN(CC(=O)Nc2ccc(Cl)cc2[N+](=O)[O-])CC1 | -1 | -2.6 | 7 | 7 | 1 | 7 | -2.6 | 2 | -5
CCOc1nc(NCCc2ccc(OC)c(OC)c2)nc(NC(C)(C)CO)n1 | -11 | -1.4 | 1 | -27 | -2 | 6 | -3.7 | 4 | 5
O=C(/C=C/c1ccco1)OCc1nnc(-c2ccc(Cl)cc2)o1 | -6 | -1.8 | 28 | -30 | 8 | 4 | 0.8 | -6 | 20
CCCCN(C(=O)c1ccc(S(=O)(=O)N(C)C)cc1)c1nc2ccccc2s1 | -4 | 1.3 | 7 | -5 | 8 | 9 | 1.9 | 2 | 0
O=C(NNc1ccccc1[N+](=O)[O-])Nc1ccccc1 | 2 | -0.2 | -1 | 2 | 11 | -2 | -3.7 | -1 | 10
Cc1ccc(CNC(=O)c2ccc(Cl)c(S(N)(=O)=O)c2)n1C | 4 | -4.1 | -1 | -12 | 25 | 0 | -2.4 | 3 | 0
CCOC(=O)NC(=O)CSc1ccccn1 | -6 | -0.8 | 0 | -3 | -9 | 1 | -2.9 | 0 | -8
O=C(NCC(=O)c1ccccc1)OCc1ccc([N+](=O)[O-])cc1 | 0 | -2.0 | -11 | -1 | -1 | 5 | -7.5 | 7 | -6
Cc1cc(NC(=O)CSc2nc(C(C)C)nc3sc4c(c23)CCCC4)no1 | -11 | 1.4 | -11 | 1 | 6 | -3 | 0.1 | 4 | -4
O=C(CSCc1ccc(F)cc1)N1CCN(c2ccc(F)cc2)CC1 | 8 | -1.9 | -10 | -22 | 1 | 3 | 0.2 | -3 | 10
O=C(NCc1ccc(F)c(F)c1)C1CCC(=O)N(CC2CCCCC2)C1 (configuration not stated) | -7 | -1.0 | -18 | -25 | -7 | 0 | -2.6 | 6 | 3
(more compounds)
SMILES | p-CIP stab down | VIM-2 inhibitor | NS3 helicase inh | DNA FID counter | PfM18AAP inh | IDE cell inh | IMP-1 inhibitor | IDE act | SUMO HTRF inh
CC(=O)c1cccc(Nc2ncnc3ccc(Br)cc23)c1 | -2 | -0.7 | 8 | -22 | -2 | 7 | -2.5 | -3 | 22
O=C(Cc1cccs1)N1CCC(c2nc3c(nnn3Cc3ccccc3Cl)c(=O)[nH]2)CC1 | -2 | -3.9 | -6 | -37 | 3 | 13 | -1.6 | -8 | -1
CC(=O)NC(Cc1ccccc1F)C(=O)NC1CCN(C(=O)NCc2ccccc2)CC1 (configuration not stated) | -8 | -1.9 | 17 | -24 | 1 | 7 | -0.7 | -4 | -4
O=C(O)Cc1ccc2oc(-c3ccccn3)nc2c1 | -2 | -1.0 | -5 | -1 | -1 | -3 | -3.3 | 4 | 23
O=C(CSc1ccc(/C=N/NC(=O)c2cccc(F)c2)o1)Nc1ccccc1 | -1 | -9.6 | 4 | -5 | 6 | 0 | -3.6 | -5 | 1
c1ccc(-c2ccc(C(c3ccccc3)n3ccnc3)cc2)cc1 (configuration not stated) | 3&-8 | -0.1&-4.8 | -65&-35 | -9&-4 | 11&4 | 0 | -0.1&-3.6 | 2 | 3&1
CCCOc1ccc(S(=O)(=O)n2cc(F)c(=O)[nH]c2=O)cc1 | -5 | 1.0 | 8 | -9 | -1 | 5 | 0.0 | -2 | -1
COc1ccccc1NC(=S)N(C(C)C)C(C)c1ccccn1 (configuration not stated) | -7 | 0.5 | 1 | 1 | -4 | -3 | -0.2 | 0 | -2
CC(C)CC(=O)Nc1ccc(-c2nc3ccccc3c(=O)[nH]2)cc1 | -4 | -4.4 | 4 | -3 | 2 | 0 | -1.9 | -7 | 10
COc1ccc(CCNS(=O)(=O)c2cc(/C=C/C(=O)O)ccc2C)cc1OC | -3 | -0.4 | 5 | -15 | 2 | 0 | -1.9 | 1 | 5
O=C(O)c1cc(Br)ccn1 | -4 | -2.0 | -6 | 3 | 5 | 0 | -2.5 | 1 | 11
COc1ccc(CNC(=S)Nc2cccc(C)c2)cc1 | -2 | -2.0 | -4 | -6 | -1 | 6 | -2.8 | 0 | -6
CN(C)c1nc(N)nc(-c2cccnc2)n1 | -13 | -3.4 | 2 | -5 | 0 | 4 | -2.6 | 1 | 12
CCOCCc1nnc(NC(=O)CCc2ccccc2)s1 | -2 | -0.7 | -2 | -18 | -7 | 1 | -1.2 | 1 | -9
Cc1cc2n(n1)SC(Nc1ccc(F)cc1)N2 (configuration not stated) | -8 | -2.8 | -4 | -1 | 9 | 7 | -2.1 | 4 | 17
CC1CC2=C(NC(=S)NC2c2cccc(F)c2)/C(=C/c2cccc(F)c2)C1 (configuration not stated) | -7 | -1.8 | -3 | -18 | 9 | x | -1.4 | -3 | -13
Cc1ccccc1OCC(=O)NCCCNC(=O)c1cccnc1 | -3 | -0.2 | 3 | -8 | -1 | 4 | -0.8 | 3 | -12
CCN(CC)C(=O)C[n+]1cccc(C(N)=O)c1 | 0 | -1.5 | 6 | -15 | -6 | -5 | -1.8 | -2 | 4
Clc1ccccc1-c1nc2ccccc2[nH]1 | 0 | -2.6 | -2 | -5 | 5 | 1 | -2.2 | -2 | 2
CC(C)(C)C1(C)OC(C(N)=O)C(C(N)=O)O1 (configuration not stated) | 7 | -5.5 | 6 | -4 | 2 | -2 | -3.7 | 4 | 10
O=C(CCNc1ccc(Cl)c(C(F)(F)F)c1)c1ccco1 | -8 | -1.9 | -3 | -5 | -6 | 7 | -4.0 | -3 | -1
O=C(N=Nc1c(O)n(Cc2ccccc2)c2ccccc12)c1ccc(O)cc1 | -13 | 0.7 | -11 | -1 | -7 | -2 | -2.5 | 0 | -1
Brc1ccc(-c2noc(-c3ccccn3)n2)o1 | 4 | -2.0 | 2 | -8 | 1 | -4 | -3.6 | 4 | -5
Cc1ccc2ccc3cccnc3c2n1 | x | 9.5* | 5 | -5 | -1 | -7 | -27 | 4 | x
CCC(=O)NC(=S)Nc1ccc(-c2nc3ccc(C)cc3s2)cc1 | -8 | -2.0 | 8 | 2 | -5 | 8 | -1.4 | 2 | 9
The list goes on:
SMILES | p-CIP stab down | VIM-2 inhibitor | NS3 helicase inh | DNA FID counter | PfM18AAP inh | IDE cell inh | IMP-1 inhibitor | IDE act | SUMO HTRF inh
CCCCN(C)CCCNC(=O)CN1N=C(c2ccc(Cl)cc2)CCC1=O | 0 | -0.4 | -9 | 8 | 0 | 2 | -1.2 | -4 | -8
O=C(NC1CCCCC1)C1CCN(S(=O)(=O)N2CCCCCC2)CC1 | 8 | -1.9 | 1 | 0 | -11 | 5 | -2.7 | -5 | 1
O=c1cc(N2CCc3ccccc3C2)[nH]c(=O)n1C1CCCCC1 | -17 | -2.8 | -4 | -5 | -1 | -5 | -2.5 | 8 | -1
NNC(=S)Nc1ccc(C(F)(F)F)cc1Cl | 13 | -4.5 | 4 | -2 | 4 | 7 | -2.0 | 1 | 0
CCC(=O)NC(Nc1nc2ccc(C)cc2s1)(C(=O)OC)C(F)(F)F (configuration not stated) | -4 | -4.3 | 1 | -3 | -4 | -1 | -2.3 | 0 | 21
c1ccc(Nc2ccc3c4c(cccc24)CC3)cc1 | -10 | 2.2 | 6 | 0 | 11 | 7 | -2.1 | -74 | -4
Cc1cc(-c2ccccc2)nc(N2CCC(C(=O)NCC3CCCCC3)CC2)n1 | x | -1.1 | 10 | 4 | 8 | x | -4.1 | x | x
CC(=O)OCC1OC(n2ccc3ccccc32)C(OC(C)=O)C(OC(C)=O)C1OC(C)=O (configuration not stated) | -11 | -2.6 | -1 | -13 | -8 | 4 | -2.1 | -3 | 10
Cc1cc(Cc2cc(C)c(N)cc2C)c(C)cc1N | 0 | -1.3 | -6 | 2 | 0 | 0 | -1.6 | -1 | 1
O=C(N/N=C/c1cccc(Oc2ccccc2)c1)c1ccc(O)cc1O | -11 | -0.6 | -5 | -13 | 4 | x | -2.0 | 3 | 15
Cc1cc(C)n(C(=O)CCC2COc3ccccc3O2)n1 (configuration not stated) | -7 | -5.5 | -10 | -5 | 3 | 4 | -3.6 | 3 | -18
